PKA-R1A activ: PKA-R1A complex activation; PKA-R1A dissociation, Cy5-IP20 fluorescence polarization; scaled: DMSO 0%, 113 µM cGMP 100%; 340,000 tested, 0.083% active; activation, % at 11.4 µM;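 active = percent activation above the mean of all tested compounds plus 3 SD, cut at about 19% in these data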;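 also: higher means more PKAc released from R1A so a rise in polarization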
DSG3 Ab inh: human desmoglein-3 autoantibody binding inhibition. 310,000 tested, 0.48% active. P32926. binding (percent of control), % at 10 µM. DSG3-coupled beads, scFv-anti-DSG3-GFP binding, flow cytometry; stronger effect = lower value;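 active = binding more than 3 SD below its plate's average and above zero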;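 also: hits lower antibody fragment binding to DSG3; some compounds called inactive have numbers as strong as hits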
Target sequence (P32926 whole entry, looked up, the tested form may be a part): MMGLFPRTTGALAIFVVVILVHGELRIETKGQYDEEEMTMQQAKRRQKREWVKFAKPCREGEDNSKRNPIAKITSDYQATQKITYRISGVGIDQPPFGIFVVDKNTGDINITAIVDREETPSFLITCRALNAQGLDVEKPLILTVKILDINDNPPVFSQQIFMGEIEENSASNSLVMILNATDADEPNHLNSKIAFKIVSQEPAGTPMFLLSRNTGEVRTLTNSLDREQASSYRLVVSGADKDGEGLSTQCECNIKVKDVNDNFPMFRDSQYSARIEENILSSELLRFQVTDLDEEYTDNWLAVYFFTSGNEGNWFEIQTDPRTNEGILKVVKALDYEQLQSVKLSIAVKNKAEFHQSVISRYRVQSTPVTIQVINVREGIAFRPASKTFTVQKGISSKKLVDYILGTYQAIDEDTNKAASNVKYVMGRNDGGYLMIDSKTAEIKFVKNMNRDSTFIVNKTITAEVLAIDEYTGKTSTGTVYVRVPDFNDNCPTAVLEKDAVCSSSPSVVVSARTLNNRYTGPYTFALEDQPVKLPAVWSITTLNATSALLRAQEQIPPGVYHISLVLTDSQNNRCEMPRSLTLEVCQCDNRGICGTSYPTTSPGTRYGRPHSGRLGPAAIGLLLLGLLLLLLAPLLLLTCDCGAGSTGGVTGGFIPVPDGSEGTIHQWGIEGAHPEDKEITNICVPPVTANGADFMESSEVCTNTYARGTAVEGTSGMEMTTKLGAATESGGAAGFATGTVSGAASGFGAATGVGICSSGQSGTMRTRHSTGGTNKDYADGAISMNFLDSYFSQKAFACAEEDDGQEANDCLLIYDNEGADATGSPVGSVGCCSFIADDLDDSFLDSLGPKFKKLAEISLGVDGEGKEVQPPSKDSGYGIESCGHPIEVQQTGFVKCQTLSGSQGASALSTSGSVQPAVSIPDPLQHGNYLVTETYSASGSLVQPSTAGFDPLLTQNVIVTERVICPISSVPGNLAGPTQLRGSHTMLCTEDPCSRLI
SUMO Mot1 rescue: inhibitors of SUMOylation pathway: yeast Mot1-301 growth rescue | S. cerevisiae Mot1-301 growth rescue, ATP luminescence, 38.5C; percent above DMSO median, 100 means doubled | growth rescue, % at 18.8 µM | 320,000 tested, 1% active;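 active = every valid replicate shows activation above 250% relative to neutral control wells; inactive = the rest, any valid replicate at or below 250%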;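 also: OY570 slx delta 5 strain wells were the positive control but not used for scaling; some compounds called inactive have numbers as strong as hits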
Ecoli viability: bacterial growth inhibition, counter-screen for AddAB inhibitors | E. coli V3065 growth, OD600 absorbance, 18 h | inhibition, % at 11.9 µM | 330,000 tested, 0.27% active | AID 449728;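 active = inhibition above the campaign's mean inhibition across all tested compounds plus 3 SD, cut at about 9.9% in these data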;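 also: uninfected addAB+ strain grown without phage in ampicillin broth; 0% = DMSO wells and 100% = ciprofloxacin 0.95 µg/ml wells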
PfHsp90 set2: inhibits growth of yeast expressing Plasmodium falciparum Hsp90. AID 504621. inhibition, % at 9.4 µM. S. cerevisiae expressing PfHsp90, BacTiter-Glo ATP, 48 h; yeast lacking PDR1 and PDR3 efflux regulators. 310,000 tested, 0.32% active;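 active = every replicate shows inhibition above about 80%, whatever the replicate mean, limit read from the data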;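 also: 0% = DMSO neutral controls and 100% = 20 µM radicicol positive controls; yeast relying on Plasmodium falciparum Hsp90 in place of its own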
MOR-DOR inv ag: mu-delta opioid heterodimer inverse agonism; inhibition, % at 9.3 µM; cell-based MOR-DOR heterodimer luminescence; P35372+P41143; 340,000 tested, 0.21% active; in the data active = inhibition above about 22%, passing the limit was not always enough;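 also: 0% = cells with DMSO and 100% = wells without cells with DMSO; values of inactives mirror those of a sister screen read the other way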
HTR5A inv ctr: counter-screen for OPRM1-OPRD1 inverse agonists: human HTR5A inverse agonism. AID 504634. P47898. HTR5A cell line, luminescence. 340,000 tested, 0.083% active. inhibition, % at 9.3 µM; in the data active = inhibition mostly above about 23%, no sharp cut-off; inactive = mostly below about 18%;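 also: 0% = cells with DMSO and 100% = no-cell wells with DMSO; some compounds called inactive have numbers as strong as hits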
HTR5A ag ctr: counter-screen for OPRM1-OPRD1 agonists: human HTR5A agonism; P47898; HTR5A agonist assay, luminescence, cell-based; activation, % at 9.3 µM; 340,000 tested, 0.61% active; in the data active = activation mostly above about 9.5%, no sharp cut-off; inactive = mostly below about 7.6%;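 also: 0% = cells with vehicle only and 100% = reference agonist; strong numbers were not always called active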
AddAB inh: less growth of phage-infected E. coli with AddAB; E. coli expressing H. pylori AddAB, absorbance growth; inhibition, % at 11.9 µM; 330,000 tested, 0.29% active; AID 435030; in the data active = inhibition above about 12%;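 also: 0% = vehicle wells of infected cells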
MOR-DOR ag: OPRM1-OPRD1 heterodimerization agonism | cells, luminescence | P35372+P41143 | activation, % at 9.3 µM | 340,000 tested, 0.3% active; in the data active = activation above about 18%;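 also: 0% = vehicle-treated cells and 100% = reference agonist; values of inactives mirror those of a sister screen read the other way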
phage Ecoli inh: E. coli growth loss with phage present. growth absorbance. inhibition, % at 11.9 µM. 360,000 tested, 0.26% active; in the data active = inhibition above about 11%
Numbers without * were called inactive; . = no result given.

SMILES	PKA-R1A activ	DSG3 Ab inh	SUMO Mot1 rescue	Ecoli viability	PfHsp90 set2	MOR-DOR inv ag	HTR5A inv ctr	HTR5A ag ctr	AddAB inh	MOR-DOR ag	phage Ecoli inh
O=C(OCC(=O)N1CCC(Cc2ccccc2)CC1)c1cc(Cl)ccc1O	4.3	97.1	-2.1	1.3	4.6	-7.7	-14.1	5.4	0.8	1.1	3.5
Cc1cccc(C)c1NC(=S)NCCc1ccc(O)c(O)c1	-13.2	.	10.3	1.8	-21.6	-4.0	30.6	-0.6	0.5	0.9	1.8
CCCCOc1ccc(Nc2nc(C)cc(C)c2C#N)cc1	5.7	80.0	-19.2	0.6	-12.3	-15.8	-8.7	-0.4	1.5	2.8	4.2
Cc1ccc(NS(=O)(=O)Cc2ccccc2)cc1Cl	-6.5	110.4	-11.7	0.6	-20.7	-23.4	0.3	-0.1	3.1	5.1	1.6
COC(=O)c1ccc(C)c(NC(=O)CN(c2ccc3c(c2)OCO3)S(C)(=O)=O)c1	-6.3	112.3	-13.8	-1.5	-14.4	6.5	10.2	0.5	2.9	-1.5	3.2
CCc1nc2ccc(Cc3ccc4nc(CC)[nH]c4c3)cc2[nH]1	-6.0	106.6	85.1	-0.8	16.3	-32.8	-17.3	4.8	-1.5	7.3	-1.0
OCCNc1nc(N2CCOCC2)nc(N2CCOCC2)n1	-11.7	98.5	-8.3	1.0	-9.0	4.4	-9.0	3.5	5.4	-0.9	1.2
CCC(C(=O)Nc1cccnc1)n1c(=O)[nH]c2ccccc2c1=O (configuration not stated)	4.4	87.3	-10.8	0.1	26.9	17.8	7.9	4.6	1.5	-3.5	2.0
CCN(CC)S(=O)(=O)c1nnc(NC(=O)c2ccco2)s1	-4.8	93.9	5.9	-1.7	18.1	17.6	-5.3	1.4	0.2	-3.2	2.0
COc1ccccc1C(=O)NC(=O)CSc1nnc(N)s1	5.7	87.0	5.0	0.5	16.4	13.0	-3.6	2.1	1.4	-3.4	5.8

Fetched one by one from the entries so far:
SMILES	PKA-R1A activ	DSG3 Ab inh	SUMO Mot1 rescue	Ecoli viability	PfHsp90 set2	MOR-DOR inv ag	HTR5A inv ctr	HTR5A ag ctr	AddAB inh	MOR-DOR ag	phage Ecoli inh
O=C(OCC(=O)N1CCC(Cc2ccccc2)CC1)c1cc(Cl)ccc1O	4.3	97.1	-2.1	1.3	4.6	-7.7	-14.1	5.4	0.8	1.1	3.5
CCCCOc1ccc(Nc2nc(C)cc(C)c2C#N)cc1	5.7	80.0	-19.2	0.6	-12.3	-15.8	-8.7	-0.4	1.5	2.8	4.2
OCCNc1nc(N2CCOCC2)nc(N2CCOCC2)n1	-11.7	98.5	-8.3	1.0	-9.0	4.4	-9.0	3.5	5.4	-0.9	1.2
CCN(CC)S(=O)(=O)c1nnc(NC(=O)c2ccco2)s1	-4.8	93.9	5.9	-1.7	18.1	17.6	-5.3	1.4	0.2	-3.2	2.0
CCC(C(=O)Nc1cccnc1)n1c(=O)[nH]c2ccccc2c1=O (configuration not stated)	4.4	87.3	-10.8	0.1	26.9	17.8	7.9	4.6	1.5	-3.5	2.0
Cc1ccc(NS(=O)(=O)Cc2ccccc2)cc1Cl	-6.5	110.4	-11.7	0.6	-20.7	-23.4	0.3	-0.1	3.1	5.1	1.6
Cc1cccc(C)c1NC(=S)NCCc1ccc(O)c(O)c1	-13.2	.	10.3	1.8	-21.6	-4.0	30.6	-0.6	0.5	0.9	1.8

Other entries
SMILES	PKA-R1A activ	DSG3 Ab inh	SUMO Mot1 rescue	Ecoli viability	PfHsp90 set2	MOR-DOR inv ag	HTR5A inv ctr	HTR5A ag ctr	AddAB inh	MOR-DOR ag	phage Ecoli inh
O=C(CNC(=O)[C@@H]1Cc2ccccc2CN1)Nc1ccc2c(c1)OCCO2	4.8	101.4	113.1	0.1	-4.9	16.7	2.6	-0.7	1.3	-3.3	-0.9
CCOC(=O)CN1C(=O)N[C@@H](c2cccs2)C(C(=O)OC)=C1C	-9.1	103.9	-15.8	-0.2	4.1	13.2	-9.1	3.4	2.6	-2.3	-0.6
CC1CCCCN1S(=O)(=O)c1ccc(NC(=O)CSc2nnnn2C)cc1 (configuration not stated)	3.0	111.9	8.9	2.9	.	8.7	-18.2	7.6	0.5	-1.8	2.7
O=C(N/C(=C\c1ccc(Cl)cc1)C(=O)N1CCOCC1)c1ccco1	-3.7	.	-5.5	-0.6	-0.2	-28.5	-4.9	1.9	2.3	3.8	1.2
Fc1ccc(-c2cc(C(F)(F)C(F)F)[nH]n2)cc1	.	98.8	11.2	2.4	.	.	.	.	1.4	.	2.1
c1ccc2c(c1)nnn2Cc1nnc2sc(-c3ccncc3)nn12	-7.1	99.2	8.0	-3.2	-4.6	16.8	-15.7	4.9	-1.4	-3.2	3.5
Cc1cccc(OCCC(=O)N(C)CC(=O)Nc2cccc3ccccc23)c1	-6.6	99.0	-17.1	1.9	-6.0	-9.5	-1.2	0.5	2.1	1.3	0.5
CNC(=O)NC(=O)CSc1nnc(-c2ccco2)n1-c1ccccc1	-1.0	100.3	92.6	.	-14.1	11.3	7.2	-1.9	.	-2.4	0.2
CC(=O)Nc1ccc(NC(=O)Nc2cccc3ccccc23)cc1	-5.7	102.2	263.8	-2.2	1.7	14.2	-17.0	1.0	5.4	-2.6	1.8
O=C(O)CCCCCNS(=O)(=O)c1ccc2c3c(cccc13)C(=O)N2	-8.6	106.4	-5.2	.	12.4	-6.0	-35.3	2.1	.	1.1	-0.1

As a short view, some entries already given:
SMILES	PKA-R1A activ	DSG3 Ab inh	SUMO Mot1 rescue	Ecoli viability	PfHsp90 set2	MOR-DOR inv ag	HTR5A inv ctr	HTR5A ag ctr	AddAB inh	MOR-DOR ag	phage Ecoli inh
O=C(CNC(=O)[C@@H]1Cc2ccccc2CN1)Nc1ccc2c(c1)OCCO2	4.8	101.4	113.1	0.1	-4.9	16.7	2.6	-0.7	1.3	-3.3	-0.9
CCOC(=O)CN1C(=O)N[C@@H](c2cccs2)C(C(=O)OC)=C1C	-9.1	103.9	-15.8	-0.2	4.1	13.2	-9.1	3.4	2.6	-2.3	-0.6

Next part:
SMILES	PKA-R1A activ	DSG3 Ab inh	SUMO Mot1 rescue	Ecoli viability	PfHsp90 set2	MOR-DOR inv ag	HTR5A inv ctr	HTR5A ag ctr	AddAB inh	MOR-DOR ag	phage Ecoli inh
CN(C)CCCN(C(=O)c1ccc(Br)s1)c1nc2cc3c(cc2s1)OCO3	8.0	99.8	-7.3	-1.3	19.6	-60.9	13.0	-0.4	-0.8	11.4	0.5
CN(C)c1ccc(NC(=O)CSc2nnc(-c3ccco3)c(-c3ccco3)n2)cc1	-5.8	94.9	10.7	-0.4	-8.9	-12.3	11.2	-4.6	1.5	2.2	2.3
O=C(N1CCN(c2ccccc2)CC1)C1(c2cccs2)CCOCC1	3.6	83.8	-10.6	1.1	-5.8	-0.5	-6.9	4.2	1.3	0.1	.
O=C(CCNS(=O)(=O)c1ccc(OC(F)(F)F)cc1)N1CCN(C/C=C/c2ccccc2)CC1	-7.3	102.0	-1.0	-1.4	-6.3	-17.1	-3.6	2.5	2.9	3.3	-0.1
Cn1nc(N)c2c(-c3ccccc3)c(C#N)c(N)nc21	-11.6	.	-13.5	0.7	-6.8	11.5	10.9	6.4	0.5	-2.1	2.8
CC1CCCCC12NC(=O)N(CC(=O)NCc1ccccc1Cl)C2=O (configuration not stated)	-2.1	122.7	15.5	-3.2	2.0	13.3	17.8	-4.3	0.6	-2.5	0.2
CCCCNC(=O)CN(c1cccc(Br)c1)S(C)(=O)=O	-6.1	110.8	-7.4	-0.9	.	6.2	-21.1	9.6	4.5	-1.2	-0.6
c1coc(-c2ccnc3nc(-n4cccc4)nn23)c1	3.1	77.1	-16.0	-1.7	3.6	13.1	-5.7	2.1	1.6	-2.6	2.9
COc1cccc(OC)c1OCCCCN1CCC(Cc2ccccc2)CC1	-4.3	105.9	56.2	1.3	-1.7	9.7	21.9	0.3	6.5	-2.0	0.0
O=C(O)C1Cc2ccccc2-c2ccccc2C1	3.8	92.4	-10.9	2.9	-13.4	7.1	-15.2	4.1	-0.6	-1.6	-1.9
COc1ccc2[nH]c3c(c2c1)CCN1C(=O)C(CC(=O)NCCCn2ccnc2)C[C@H](C(=O)N(C(C)C)C(C)C)[C@@]31C (some centres not stated)	-7.1	101.9	.	-12.5	5.3	14.5	12.4	-3.4	-1.2	-2.9	0.6
Cc1nc2sccn2c(=O)c1S(=O)(=O)NCc1ccccc1Cl	-1.5	108.6	-7.9	-0.7	-20.4	8.8	-21.7	7.8	1.6	-1.7	2.4
Cc1cc(C(=O)COC(=O)c2ccc[nH]c2=O)c(C)n1C	1.9	82.4	0.6	0.8	-18.9	17.7	-2.9	-0.6	0.3	-3.5	4.2
O=C(CSc1nc2cc([N+](=O)[O-])ccc2n1-c1ccc(F)cc1)NC1CCS(=O)(=O)C1 (configuration not stated)	3.2	134.0	4.1	1.3	-24.6	31.2	6.3	0.3	2.8	-5.8	2.9
O=C(Nc1nnc(CCc2ccccc2)s1)c1ccccc1	-10.1	118.6	0.6	-3.2	-7.4	11.2	7.0	-1.9	-0.3	-2.3	-0.4
Cc1nc2ccccn2c1P(=O)(N1CCCCC1)N1CCCCC1	7.7	99.7	1.5	-2.9	2.5	15.4	-28.2	-3.4	-2.8	-2.7	1.2
COc1cccc(NC(=O)COC(=O)c2c(F)cccc2Cl)c1	-9.3	95.3	11.8	0.2	14.1	16.4	8.3	-3.0	1.1	-3.6	0.7
O=C(c1cc(-c2ccc(F)cc2)on1)N1CCN(c2ccc(F)cc2)CC1	5.0	91.0	-6.2	1.4	7.2	-7.3	-3.6	2.3	0.8	0.9	-1.4
CC1CCCC(C)N1S(=O)(=O)c1ccc(S(=O)(=O)N2CCOCC2)cc1 (configuration not stated)	4.6	95.2	141.1	2.1	-12.8	7.5	13.7	0.4	1.5	-1.5	1.2
CNC(=O)c1ccsc1NC(=O)CS(=O)(=O)c1ccc(Cl)cc1	7.2	.	4.4	1.9	31.5	14.0	-16.4	4.3	1.0	-2.7	3.5

Compounds were not picked by outcome; any-hit rate near 3.2%.
